m5-HT2A agonist – mouse HTR2A agonism via beta-arrestin recruitment; 0.66% of 360,000 active; activation, % at 7.6 µM; CHO-K1 mHTR2A beta-arrestin complementation, luminescence; percent of 30 µM serotonin response; P35363;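 active = activation above a run cutoff, the mean activation of all tested compounds plus 3 SD, cut at about 14% in these data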;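 also: 0% = plate median of compound wells and 100% = 30 µM serotonin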
Target sequence (P35363 whole entry, looked up): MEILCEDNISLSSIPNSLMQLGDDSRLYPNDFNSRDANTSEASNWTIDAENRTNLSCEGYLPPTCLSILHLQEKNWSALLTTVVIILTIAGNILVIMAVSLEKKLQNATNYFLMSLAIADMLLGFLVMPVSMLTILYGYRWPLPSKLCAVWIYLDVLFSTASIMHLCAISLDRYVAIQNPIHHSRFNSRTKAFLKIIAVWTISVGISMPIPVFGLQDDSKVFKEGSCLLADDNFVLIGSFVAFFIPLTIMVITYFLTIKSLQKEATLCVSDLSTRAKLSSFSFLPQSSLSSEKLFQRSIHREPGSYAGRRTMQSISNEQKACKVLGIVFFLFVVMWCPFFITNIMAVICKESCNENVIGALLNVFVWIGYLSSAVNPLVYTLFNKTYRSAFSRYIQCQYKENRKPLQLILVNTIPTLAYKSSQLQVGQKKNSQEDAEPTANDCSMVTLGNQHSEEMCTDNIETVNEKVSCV
H9c2 protect – protects H9c2 cardiomyocytes from peroxide injury | H2O2 injury protection, ATPLite, 2 h | protection from H2O2 cell death, % at 20 µM | 0.63% of 360,000 active | AID 588492;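 active = compounds giving at least 50% protection of heart cells from peroxide-induced death in the single-dose screen, raw or plate-pattern-corrected value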;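 also: 0% = DMSO wells with peroxide and 100% = DMSO wells without peroxide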
MC4R ag barr – activates human MC4R beta-arrestin recruitment; P32245; U2OS MC4R beta-arrestin complementation, luminescence; percent of melanotan II response, DMSO zero; activation, % at 8.9 µM; 0.98% of 360,000 active; AID 540308;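 active = activation above a per-plate cutoff, the mean activation of sample wells on that plate plus 3 SD, cut at about 8% in these data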
CaV13 ICDI inh – Primary screen for inhibitors of IQ motif and Ca2+-dependent inactivation inhibitor domain binding in CACNA1D, Förster resonance energy transfer in living cells, …; AID 743397; 0.098% of 340,000 active; HEK cells, CFP/YFP FRET ICDI-IQ, plate reader, 10 min; percent FRET-ratio fall versus neutral wells; inhibition, % at 12.3 µM;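 active = mean replicate inhibition of at least 30% and at least 1% of replicates passing that level; inconclusive = only one of the two criteria is met; inactive = neither criterion is met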;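 also: 0% = median of the neutral control wells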
PDI inh – blocks human protein disulfide isomerase activity | inhibition, % at 10 µM | PDI insulin aggregation turbidity, A650, 90 min | 0.052% of 350,000 active | AID 588391;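 active = mean inhibition across replicates of 30% or more, whatever share of single replicates reach that level; inconclusive = mean inhibition below 30% while every single replicate reaches 30%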;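 also: absorbance from insulin aggregation driven by PDI reduction with DTT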
Target sequence (P07237 whole entry, looked up): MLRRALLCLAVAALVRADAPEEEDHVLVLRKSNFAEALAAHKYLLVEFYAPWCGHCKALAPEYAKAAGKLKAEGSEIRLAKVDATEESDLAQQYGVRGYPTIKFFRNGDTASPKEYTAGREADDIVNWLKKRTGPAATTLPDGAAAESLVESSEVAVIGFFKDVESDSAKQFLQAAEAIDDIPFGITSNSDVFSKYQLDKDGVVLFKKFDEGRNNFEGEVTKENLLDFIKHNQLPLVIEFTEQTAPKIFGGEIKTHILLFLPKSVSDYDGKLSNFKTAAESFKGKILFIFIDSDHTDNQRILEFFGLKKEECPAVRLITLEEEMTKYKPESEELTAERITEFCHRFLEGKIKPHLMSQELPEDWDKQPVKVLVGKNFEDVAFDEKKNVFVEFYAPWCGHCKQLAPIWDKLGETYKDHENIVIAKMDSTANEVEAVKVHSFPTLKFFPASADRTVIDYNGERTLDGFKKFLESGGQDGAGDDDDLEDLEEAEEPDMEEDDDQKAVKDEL
MC4R antagonist – blocks human MC4R cAMP signaling | P32245 | inhibition, % at 6.5 µM | 0.48% of 360,000 active | AID 540295 | MC4R-expressing cells, MTII-stimulated cAMP, LANCE TR-FRET;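 active = inhibition above its plate's cutoff, the mean of tested wells on that plate plus 3 SD, cut at about 29% in these data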;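 also: 0% = Melanotan II alone and 100% = Melanotan II plus saturating MCL0020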
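Material: human MC4R-expressing U2OS cells. Probe or stimulus: Melanotan II challenge. Dosing: 6.5 µM single dose. Times: 30-min compound, 1-h challenge, 1-h detection, room temperature. Technique: TR-FRET with Eu-cAMP and labeled anti-cAMP, 671 nm. Replication: singlicate.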
aDG glyco act – alpha-DG glycosylation activation | activation, % at 10 µM | AID 624168 | 0.22% of 360,000 active | Pro5-aDG cells, alpha-DG glycosylation AlphaScreen (IIH6); 0% Pro5, 100% B10-LARGE cell signal;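 active = activation of at least 8% versus controls, or a plate z-score of at least 8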;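 also: Pro5 are CHO cells carrying HIG-tagged alpha-DG that lacks glycosylation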
Vif inh – HIV Vif inhibition; HEK293T cells, Vif self-association by quenched fluorescence, imaging, 24 h; inhibition, % at 7.49 µM; 0.35% of 340,000 active; in the data active = inhibition above about 50%, passing the limit was not always enough; inconclusive = no clear call, values can overlap the other calls; inactive = below about 31%; also: some results filed as inactive read as strong as hits
ABCB6 inh MLPCN – human ABCB6 transporter inhibition. 0.19% of 360,000 active. K562-ABCB6 porphyrin accumulation, flow cytometry, 1 h; hits give low values. fluorescence ratio to DMSO, % at 10 µM. AID 602162;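 active = fluorescence ratio to DMSO below 75%, the collection mean minus 3 SD; inconclusive = too few cells collected in the well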;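 also: signal is porphyrin accumulated inside mitochondria; 100% equals median channel fluorescence of DMSO control wells; lower ratio means ABCB6 inhibition with less porphyrin fluorescence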
N-glyco inh – N-linked glycosylation inhibition | 0.23% of 360,000 active | D54 ERlucT glycosylation luciferase reporter, 24 h; percent of 100 nM tunicamycin response | reporter increase, % at 12.5 µM;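 active = mean luciferase reporter signal, scaled so untreated is 0 and the glycosylation-blocking control 100, at or above a set limit in every replicate; inconclusive = mean reaches the limit but not every replicate does; inactive = mean below the limit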;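 also: luciferase carries N-glycosylation sites so blocking glycosylation raises the light; 0% = median of neutral control wells and 100% = median of 100 nM tunicamycin wells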
Starred values were filed as active, the others as inactive; ? = inconclusive; / = not tested or not shown.

Screens in order: m5-HT2A agonist	H9c2 protect	MC4R ag barr	CaV13 ICDI inh	PDI inh	MC4R antagonist	aDG glyco act	Vif inh	ABCB6 inh MLPCN	N-glyco inh
Nc1nc(N2CCN(c3ccccn3)CC2)nc2ccccc12
→ -10	-4	-1.4	-19	10	6	0.0	-2	98	0
Cc1c(NP(=O)(Oc2ccccc2F)Oc2ccccc2F)c(=O)n(-c2ccccc2)n1C
→ 1	10	-0.8	-6	-5	-2	0.0	-1	99	1
CC(C)(C)C(=O)NCCCc1ccccc1
→ -2	8	0.2	/	0	1	-0.3	8	89	-1
CC(=O)NNC(=S)NC(=O)c1ccccc1
→ 8	8	1.8	-4	-3	12	-0.3	5	97	4
Cc1ccc(S(=O)(=O)C2(C(=O)NCc3ccc4c(c3)OCO4)CC2)cc1
→ -3	-3	-0.5	-6	18	1	1.2	/	97	-3
Cc1occc1C(=O)N(C)Cc1nc(-c2ccc(Cl)cc2)no1
→ -5	-7	0.0	-3	3	9	0.2	-6	98	-2
CNS(=O)(=O)c1cccc(C(=O)OCc2cc(C(C)=O)ccc2OC)c1
→ -5	9	-2.1	-5	-1	1	0.3	2	99	1
Cc1cccc(Nc2nc(N)nc(CN3CCC(C(N)=O)CC3)n2)c1C
→ -3	-13	0.8	/	4	8	-0.2	40	103	-2
Cc1nc(CSc2nsc(C)c2C#N)cs1
→ -2	12	-2.5	6	-3	2	-0.4	-3	103	1
O=C1OC(Nc2ccc(Cl)cn2)c2ccccc21 (centres undefined)
→ 9	-4	-1.7	-5	5	2	0.1	?	101	-5
COC(=O)C1=CN(CC2CCCO2)C=C(C(=O)OC)C1c1cccc(O)c1 (centres undefined)
→ -1	4	-0.8	83*	7	16	-0.1	-8	95	2
O=c1oc(CCO)cc2ccc(C#Cc3ccsc3)cc12
→ 2	-2	1.5	-9	1	6	0.1	12	102	-6
COCCNC(=O)C1CCN(S(=O)(=O)c2ccc3c(c2)OCCO3)CC1
→ -2	2	-0.4	-6	-5	3	-0.3	7	91	-1
O=c1cc(Nc2ccc3c(c2)OCCO3)[nH]c(=O)n1-c1ccc(Cl)cc1
→ 3	9	0.8	-4	/	8	0.2	-2	98	-2
COC(=O)c1ccc(NC(=O)CSc2nc(=O)cc(N)n2-c2ccccc2)cc1
→ 5	-1	1.4	-5	-2	17	-0.5	0	98	2
Nc1nnc(-c2cccc(Cl)c2Cl)c(N)n1
→ -2	-5	-0.2	-4	-7	4	0.3	-4	97	1
NC(=O)CC(NC(=O)Cc1cccc2ccccc12)c1ccc(NCCCN2CCCC2=O)c([N+](=O)[O-])c1 (centres undefined)
→ -4	6	-0.3	-6	-7	-3	-0.2	-5	101	-2
CCN(CC)CCCn1c2c(c(SCC(=O)Nc3ccc(C)c(F)c3)nc1=O)CCC2
→ -9	7	-2.4	-4	-2	15	0.2	-6	95	-6
O=C(CN1CCN(S(=O)(=O)c2cc(Cl)ccc2Cl)CC1)c1ccc(O)c(O)c1
→ -1	55*	1.2	-14	-11	-4	0.1	-6	97	-2
COc1ccc(OC)c(N(CC(=O)Nc2ccccc2C(=O)NCc2ccco2)S(C)(=O)=O)c1
→ 2	-5	0.4	-9	9	2	-0.1	8	115	-2
CC(=O)Nc1ccc(S(=O)(=O)N2CCN(C(=O)c3ncoc3-c3ccc(F)cc3)CC2)cc1
→ 2	1	0.5	-2	-60	-1	-0.2	3	99	1
Cc1ccc(SCCNC(=O)CN(c2ccc3c(c2)OCO3)S(C)(=O)=O)cc1
→ -5	3	-0.3	-6	2	5	0.8	-7	105	-3
CCCn1c(N)c(C(=O)COC(=O)COc2ccc(Cl)c(C)c2)c(=O)n(C)c1=O
→ 4	-13	-0.1	-15	3	9	0.0	3	102	2
Clc1c(-c2ccccc2)nnn1-c1ccccc1
→ 1	-5	1.2	-3	-2	20	0.2	-5	102	-1
CCCCn1c(N)c(N(CC(C)C)C(=O)CCCc2nc3ccccc3c(=O)[nH]2)c(=O)[nH]c1=O
→ -3	8	-3.2	-13	-4	-4	-0.2	14	97	-2
CCC1(C)NC(=O)N(CC(=O)N2N=C(c3ccccc3)CC2c2ccc(OC)cc2)C1=O (centres undefined)
→ 2	-2	2.5	-4	-10	-8	-0.2	6	101	-2
CCc1ccc(-c2nc(CS(=O)CC(=O)NC3CC3)c(C)o2)cc1 (centres undefined)
→ -8	-3	-1.5	-3	-4	2	0.0	0	100	4
O=S(=O)(N/N=C\c1cccnc1)c1ccccc1
→ -4	-4	-1.1	-5	0	-2	1.6	-2	105	2
Nc1ccc(C(=O)OCC(=O)NC(=O)c2ccccc2)cc1[N+](=O)[O-]
→ 0	19	-1.9	-6	4	-1	0.0	4	96	-1
CC(C)N(Cc1cc2ccccc2[nH]c1=O)C(=O)c1cccc([N+](=O)[O-])c1
→ 0	6	2.1	-7	15	-9	-0.1	4	95	0
O=C(O)CCC(=O)NNC(=O)CCC1CCCCC1
→ 0	6	-1.2	-15	5	0	0.0	6	91	1
CN(CC(=O)NCCN1CCN(c2ccccc2)CC1)S(=O)(=O)c1ccc2c(c1)CCC(=O)N2
→ 5	12	-0.2	-6	-5	15	0.3	2	103	0
COc1ccc(-n2c(SCC(=O)Nc3cc(C)on3)nc3c([nH]c4ccccc43)c2=O)cc1
→ -1	-6	3.6	-7	2	18	-0.1	24	103	-2
CN1CCN(C(=O)CSc2ccc(Cl)cc2)CC1
→ -5	-6	0.9	-4	-1	9	-0.1	1	95	0
O=C(NC(=S)Nc1ccc(N2CCOCC2)cc1)c1ccc(Cl)cc1
→ -2	-14	14*	-3	3	2	0.0	3	98	0
COc1ccc(C2NC(=O)NC(C)=C2C(=O)OC2CCCCC2)cc1OC (centres undefined)
→ -3	-4	-2.2	-3	1	3	-0.1	-8	82	1
CC1(Cc2ccccc2C#N)C(=O)Nc2cc(-c3ccccc3Cl)ccc21 (centres undefined)
→ 3	-6	2.8	-11	1	-8	0.5	27	99	-1
CC(CN1CCCC1)OC(=O)c1ccc(Br)cc1 (centres undefined)
→ -11	0	-2.8	-2	-11	5	0.0	-11	90	-1
Cc1ccc(C(=O)Nc2ccccc2C(=O)NC2CCCCC2)cc1S(=O)(=O)N1CCOCC1
→ 0	34	-0.1	-7	6	9	-0.2	-4	94	-6
O=C(c1ccccc1[N+](=O)[O-])N1CCC(Cc2ccccc2)CC1
→ 1	4	-0.3	-7	-2	4	-0.2	12	101	-7

Complete entries from above. Order of values: m5-HT2A agonist | H9c2 protect | MC4R ag barr | CaV13 ICDI inh | PDI inh | MC4R antagonist | aDG glyco act | Vif inh | ABCB6 inh MLPCN | N-glyco inh
COc1ccc(-n2c(SCC(=O)Nc3cc(C)on3)nc3c([nH]c4ccccc43)c2=O)cc1 in the list: -1 | -6 | 3.6 | -7 | 2 | 18 | -0.1 | 24 | 103 | -2
CN1CCN(C(=O)CSc2ccc(Cl)cc2)CC1 in the list: -5 | -6 | 0.9 | -4 | -1 | 9 | -0.1 | 1 | 95 | 0
O=C(c1ccccc1[N+](=O)[O-])N1CCC(Cc2ccccc2)CC1 in the list: 1 | 4 | -0.3 | -7 | -2 | 4 | -0.2 | 12 | 101 | -7
COc1ccc(C2NC(=O)NC(C)=C2C(=O)OC2CCCCC2)cc1OC (centres undefined) in the list: -3 | -4 | -2.2 | -3 | 1 | 3 | -0.1 | -8 | 82 | 1
O=C(NC(=S)Nc1ccc(N2CCOCC2)cc1)c1ccc(Cl)cc1 in the list: -2 | -14 | 14* | -3 | 3 | 2 | 0.0 | 3 | 98 | 0

Continuation:
Screens in order: m5-HT2A agonist	H9c2 protect	MC4R ag barr	CaV13 ICDI inh	PDI inh	MC4R antagonist	aDG glyco act	Vif inh	ABCB6 inh MLPCN	N-glyco inh
Cc1ccc(NS(=O)(=O)c2cc(Br)cnc2N)cc1C
→ 12	-3	3.0	-12	-3	13	0.2	10	97	-1
Cc1ccc(CS(=O)(=O)Cc2ccc(C(=O)NC3CCCCCC3)o2)cc1
→ -2	-3	-2.0	-2	9	4	0.2	1	86	-2
CC(=O)NC(Cc1ccccc1)c1ccc2c(c1)OCCCO2 (centres undefined)
→ -2	2	-0.2	-4	-5	-3	0.0	-18	100	1
O=C(Nc1cccc(-c2nn[nH]n2)c1)c1csc2c1CCCC2
→ 2	1	-0.3	/	3	5	0.0	3	101	1
CCOC(=O)Cc1csc(NC(=O)Cc2ccc(C)cc2)n1
→ -4	10	-0.3	-6	1	0	0.6	1	101	0
CCCCN=CC1=C(O)CC(c2ccccc2)CC1=O (centres undefined)
→ -1	-2	-2.5	-9	-1	2	-0.2	2	103	5
Cc1cc(-c2ccc(C)c(S(=O)(=O)N3CCN(c4ccccn4)CC3)c2)on1
→ 2	6	-1.0	-7	8	-4	0.2	-4	98	0
CCc1ccccc1NC(=O)c1cccc(NC(=O)/C=C/c2ccco2)c1
→ -1	-3	-0.8	-3	-1	11	0.4	0	94	4
CCOc1ccccc1CN(CCc1ccc2c(c1)OCO2)Cc1ccccn1
→ -4	0	0.1	-4	-4	2	0.3	18	98	5
Cc1cc2nc(C(C)(C)C)cc(N)n2n1
→ 5	3	-0.9	1	7	-6	-0.3	14	99	2
COc1ccc(CC(=O)Nc2ccccc2C(=O)NCCc2ccccc2)cc1
→ -5	3	-0.4	-5	3	16	0.0	-7	93	-7
Cn1c(SCCCC(=O)c2ccccc2)nnc1-c1ccncc1
→ -3	0	-1.0	-5	8	9	-0.1	-1	94	9
CCOC(=O)c1c(NC(N)=O)nc2n1CCC2
→ 0	4	-2.3	6	2	6	2.7	-14	107	1
Cc1ccc2nc(-c3ccccc3NC(=O)CCC(=O)O)c(=O)[nH]c2c1
→ 2	-6	-2.5	0	5	-7	-0.1	8	93	4
COc1cc(-c2nnc(SCC(=O)N(C)C3CCS(=O)(=O)C3)o2)cc(OC)c1OC (centres undefined)
→ -2	7	-1.4	-18	-4	0	0.0	-5	101	0
OCCC1CN(Cc2ccncc2)CCN1C1CCCC1 (centres undefined)
→ 3	7	-1.7	-5	9	4	0.2	1	103	3
O=C(Nc1nc(-c2ccncc2)cs1)C1COc2ccccc2O1 (centres undefined)
→ 2	-1	0.2	-7	8	2	0.2	-11	102	-2
COC(=O)c1ccc2nc(-c3ccc(F)cc3)c(Cc3ccc(C)cc3)n2c1
→ -3	/	/	-6	/	/	0.8	/	128	/
CN(C)C1CCN(Cc2cc(COCc3ccccc3)c3cccnc3c2O)C1 (centres undefined)
→ -2	35	0.3	/	3	0	0.6	-3	98	-6
CCOC(=O)C1CCCN(C(=O)CN2C(=O)COc3ccc(C(C)(C)C)cc32)C1 (centres undefined)
→ 0	2	-2.0	-7	-2	9	0.1	/	98	4
